D2 antag = D2 dopamine receptor (human) antagonism; P14416; HEK293 TREx D2 cells, calcium flux, dopamine EC80; inhibition, % at 10 µM; 340,000 compounds, 2% hits; AID 485344; in the data active means inhibition above about 30%; further: 0% is about no effect
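Antagonism is scored as inhibition of an EC80 dopamine-evoked calcium signal in a force-coupled, tetracycline-inducible HEK293 T-REx D2 line, with compound present 180 s before agonist.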
ERG Ets-DNA blk = inhibitors of human ERG Ets domain-DNA interaction; AID 624246; fluorescence polarization, His-ERG Ets domain / labelled DNA; Potency, µM (titrated, usually from 76.9 µM), for the others: at the highest dose FP activity, negative = inhibition, actives largely listed as inhibitors; 370,000 compounds, 0.028% hits; active means well fitted inhibition curve with a large enough effect in the polarisation, with a control signal flat; inconclusive means small, poorly fitted or top-dose-only effect, or effect the other way, or a change in a side signal; inactive means no such curve, though single readings can be large or run the other way; the % refers to the polarisation;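 further: polarization taken with two DNA probes labelled with fluorescein and Texas red; potency means the concentration at half of the fitted maximal effect; % of control where 0% means no effect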
Target sequence (P11308 whole entry, looked up, the tested form may be a part): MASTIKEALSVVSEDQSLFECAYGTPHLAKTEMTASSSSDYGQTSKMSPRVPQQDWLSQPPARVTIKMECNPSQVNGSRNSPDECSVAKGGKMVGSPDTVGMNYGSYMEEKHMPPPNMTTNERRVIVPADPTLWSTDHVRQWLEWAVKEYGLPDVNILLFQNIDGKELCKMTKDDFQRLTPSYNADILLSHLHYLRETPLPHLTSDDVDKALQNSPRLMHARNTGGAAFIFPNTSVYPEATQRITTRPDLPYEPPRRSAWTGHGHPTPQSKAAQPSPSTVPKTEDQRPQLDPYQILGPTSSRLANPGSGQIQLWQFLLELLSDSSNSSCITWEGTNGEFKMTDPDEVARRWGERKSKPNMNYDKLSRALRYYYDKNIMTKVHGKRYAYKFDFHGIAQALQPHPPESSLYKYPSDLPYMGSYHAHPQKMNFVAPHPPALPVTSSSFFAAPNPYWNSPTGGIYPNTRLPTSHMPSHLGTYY
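His-tagged ERG Ets domain (1 uM in the protein solution; 300mM KCl, 50mM Tris-HCl, 1mM EDTA, 1mM DTT, pH 7.5) received compound, then a probe mix of 5 nM fluorescein-DNA and 100nM Texas-615-DNA. Fluorescence polarization was read for both dyes.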
GRP78 ERSR act = ER stress response induction in glioma | U87-MG GRP78 promoter luciferase reporter, 16 h | Potency, µM, for inactives: at the top dose activation, actives largely listed as activators | 420,000 compounds, 0.02% hits | AID 602332; further: potency means the concentration at half of the fitted maximal effect; series mostly up to about 76 µM; % of control where 0% means no effect; nearly all actives have a fitted effect of over 35% in size
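Stably transfected U87-MG glioma cells carrying a GRP78-based luciferase sensor; 16 h compound incubation. Luminescence end-point read 10 min after Bright-Glo addition at room temperature.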
Vif-APOBEC3F blk = Vif-A3F binding inhibition. Potency, µM (doses to about 46.1 µM), for the others: top-dose activity, negative = active. HeLa A3F-eYFP + Vif (tagged APOBEC3F with the HIV-1 protein that degrades it), YFP fluorescence increase. 390,000 compounds, 0.2% hits; further: potency means the concentration at half of the fitted maximal effect; % of control where 0% means no effect; nearly all actives have a fitted effect of over 65% in size
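HeLa cells stably expressing A3F-eYFP plus Vif, plated and incubated overnight at 37 deg C, then exposed to compounds overnight at 37 deg C. Blocked degradation read as raised yellow fluorescence (Ex 488/Em 500-530).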
LDHA block = inhibitors of human lactate dehydrogenase A; P00338; purified LDHA, NADH/diaphorase-resazurin fluorescence; active compounds read low; activity change, % (values are at about 110 or 230 µM); 480,000 compounds, 0.15% hits; in the data active means activity change below about -30%; inconclusive means mostly about -25% to -30%;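 further: plate controls were DMSO wells for no effect and wells without enzyme for full effect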
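Resorufin fluorescence (ex540/em590), read at 0 and 20 min after diaphorase/resazurin addition, reports the NADH left after a 5 min room-temperature reaction of 2 nM human LDH5 with 0.06 mM NADH and 0.2 mM pyruvate.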
RGS4 inh = human RGS4 inhibition; P49798; Transcreener GDP fluorescence polarization, RGS4-accelerated GTP hydrolysis; 390,000 compounds, 0.039% hits; AID 504845; Potency, µM (top dose mostly 114 µM), for the others: top-dose activity change, negative = inhibition, actives largely listed as inhibitors; further: potency means the concentration at half of the fitted maximal effect; on the % scale 0 is the no-effect control and ±100 the full control effect; nearly all actives have a fitted effect of over 75% in size; some results filed as inactive show a strong effect at the top dose
Target sequence (P49798 whole entry, looked up): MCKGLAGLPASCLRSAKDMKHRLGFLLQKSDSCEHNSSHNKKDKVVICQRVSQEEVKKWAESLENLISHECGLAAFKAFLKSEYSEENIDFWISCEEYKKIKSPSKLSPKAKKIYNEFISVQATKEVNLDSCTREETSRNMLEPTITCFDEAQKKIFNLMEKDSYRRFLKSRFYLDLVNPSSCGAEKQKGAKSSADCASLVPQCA
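MLSMR compounds (23 nl, pin-transferred) preincubated 10 min at room temperature with a 500nM (2x) first reagent, then RGS4 at 900nM (2x) plus Transcreener GDP mix added; fluorescence polarization (620/688 nm) read before and after 90 min at 30 °C.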
Vif-A3G inh = Vif-A3G binding inhibition. HeLa A3G-eYFP + Vif (tagged APOBEC3G with the HIV-1 protein that degrades it), YFP fluorescence, overnight. 410,000 compounds, 0.076% hits. Potency, µM (titrated, usually from 46.1 µM), for the others: at the top dose activity, negative = active, most hits filed as inhibitors;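 further: potency means the concentration at half of the fitted maximal effect; on the % scale 0 is the no-effect control and ±100 the full control effect; nearly all actives have a fitted effect of over 60% in size; hits raise eYFP signal because A3G escapes Vif-driven loss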
Target sequence (Q9HC16 whole entry, looked up): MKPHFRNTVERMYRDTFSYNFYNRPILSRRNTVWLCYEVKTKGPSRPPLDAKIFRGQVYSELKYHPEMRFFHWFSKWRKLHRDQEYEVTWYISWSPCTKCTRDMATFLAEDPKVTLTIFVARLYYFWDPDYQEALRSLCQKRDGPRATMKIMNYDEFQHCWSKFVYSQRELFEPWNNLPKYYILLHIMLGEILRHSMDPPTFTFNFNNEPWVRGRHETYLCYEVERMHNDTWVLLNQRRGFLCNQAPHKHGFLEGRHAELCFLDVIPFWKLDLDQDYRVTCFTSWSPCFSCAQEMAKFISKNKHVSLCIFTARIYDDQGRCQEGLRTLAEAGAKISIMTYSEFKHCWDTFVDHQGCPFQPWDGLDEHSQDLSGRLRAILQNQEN
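Read-out is eYFP fluorescence (Ex 488/Em 500-530) from Vif-expressing HeLa A3G-eYFP cells; more signal means A3G escaped Vif-mediated degradation. Cells plated overnight, compound pinned in, incubated overnight at 37 deg C.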
D2 agonist = D2 dopamine receptor (human) agonism; HEK293 T-REx D2 cells, calcium flux agonist mode; AID 485358; activation, % at 2 µM; 340,000 compounds, 0.53% hits;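 active means activation over 3 SD above normal in the single-dose calcium agonist read, cut at about 30% in these data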; further: 0% is about no effect
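Tetracycline-induced HEK293 Trex cells with D2 receptor force-coupled to calcium signaling, plated overnight at 30 C and loaded with no-wash calcium dye. Calcium flux read kinetically for 180 s after compound addition; responses flag agonists.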
12-LOX inh = inhibitors of human 12S-lipoxygenase ALOX12 | purified 12hLO, xylenol orange hydroperoxide absorbance | 580,000 compounds, 1.1% hits | P18054 | AID 1671190 | Potency, µM (titrated, usually from 108 µM), for inactives: at the highest dose activity change, negative = inhibition, usual class: inhibitors; further: potency means the concentration at half of the fitted maximal effect; on the % scale 0 is the no-effect control and ±100 the full control effect
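Hydroperoxide product was detected by ferrous iron/xylenol orange as the 573 to 405 nm absorbance ratio. Arachidonic acid at 40 uM (final) was turned over for 30 min at room temperature by 150 nM human 12hLO, pH 7.0 Hepes buffer, after 15 min compound preincubation.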
* marks the source's active call; other numbers are inactive results; u = inconclusive; x = not tested or not shown; & = joins results of further samples; [ ] = dose if it differs, or a comment. Unless noted, the call rests on the fitted dose curve; in most records, active means well fitted curve in the direction sought with a large enough effect; inconclusive means small, poorly fitted or top-dose-only effect, or another doubt; inactive means no such curve, though single readings can be large; an effect the other way counts as inactive or inconclusive. The list is partial. The share of hits here may be higher or lower than overall.

Value order: RGS4 inh, D2 agonist, Vif-APOBEC3F blk, D2 antag, ERG Ets-DNA blk, LDHA block, Vif-A3G inh, 12-LOX inh, GRP78 ERSR act
O=C1c2ccccc2C(=O)N1OCc1cccc(Cl)c1
  -24%, x, 1%, x, 11%, -5, -5%, 0%, -1%
C/C(=N\NC(=O)Cc1ccc(Cl)cc1)c1ccccc1O
  -10%, x, -10%, x, 12%, -2, -3%, -5%, 3%
CC(C)Cc1nn2c(=O)cc(COc3ccc(NC(=O)c4ccco4)cc3)nc2s1
  37%[56.9 µM], -0.2, -10%, 13, -6%, -5, 1%, -8%, -6%
Cc1cc(C)n(-c2nc3ccccc3c(=O)n2OC2CCCCC2)n1
  -3%, 1.9, 3%, 3, 4%, -1, 2%, u, -1%
COc1ccc2c(Cn3cnc4cc([N+](=O)[O-])ccc4c3=O)cc(=O)oc2c1
  -21%, 0.3, -2%, 9, 0%, 2, u, x, -7%
CCOc1ccc2nc(NC(=O)C3CCN(S(=O)(=O)c4cnc[nH]4)CC3)sc2c1
  8%, 1.1, -4%, 5, 3%, -6, 0%, 404%[activator], -3%
CCOCCCNC(=S)Nc1ccc2nc(N3CCCC3)cc(C)c2c1
  -31%, x, 10%, x, -2%, -3, 0%, 6%, -4%
CCSc1ncc(Cl)c(C(=O)Nc2c(C(=O)c3ccc(C)c(F)c3)oc3ccccc23)n1
  -5%, 1.0, -3%, x, -1%, -2, -3%, -18%, -3%
C[C@H](O)[C@@]1(O)CC[C@H]2[C@@H]3CC[C@@H]4C[C@H](O)CC[C@]4(C)[C@H]3CC[C@@]21C
  -28%, x, -1%, x, 0%, -2, 3%, 14%, 0%
O=S(=O)(NC(CO)Cc1ccccc1)c1ccc(Br)cc1F (stereo not given)
  -2%, x, 4%, x, -12%, -9, 8%, -1%, -1%
COc1ccc(/C=N/Nc2cc(C)nc3ccc(Br)cc23)cc1
  -27%, 0.2, u, -7, 12%, -6, u, u, -11%
O=C(Cn1nc(-c2ccccc2)ccc1=O)Nc1ccc(NC(=O)c2ccccn2)cc1
  -52%, 0.3, -5%, 1, 7%, -3, -1%, -26%, -5%
CCn1c(SCC(=O)Nc2cc(C)nn2-c2ccccc2)nnc1-c1cccs1
  -1%, 0.2, -12%, -3, 5%, -1, 1%, 96%[activator], -4%
COCCNC(=O)c1ccc(CS(=O)(=O)c2ccccc2C)o1
  22%, -1.8, -2%, 7, -7%, -5, 0%, 7%, 1%
C=CCc1cccc(CNc2nc3ccccc3n2CCC)c1O
  0%, 21, -3%, 15, -3%, 8, -1%, -11%, 5%
Cc1ccc(CNC(N)=S)cc1
  -2%, x, -4%, x, -1%, -7, 2%, -7%, 3%
O=C1CC(=O)C(n2cncn2)C(c2ccc(Cl)cc2)C1 (stereo not given)
  43%, 0.9, -4%, -13, 0%, -4, -1%, 0%, -5%
CC(=O)Nc1cccc(-n2nnc(SCC(=O)N(C)c3ccccc3)n2)c1
  7%, -0.8, -9%, 13, -6%, 1, 3%, -12%, -5%
O=C(COc1ccccc1)NCC(=O)Nc1ccc(S(=O)(=O)NCc2ccco2)cc1
  -9%, -2.0, -1%, 4, -4%, -1, -1%, 0%, 4%
COc1cc(CNc2ncc(-c3ccc(Br)cc3)n2C)cc(OC)c1OC
  -17%, -1.0, -1%, 2, 48%[activator], -4, -10%, -80%, -4%
Cc1ccc(C)c(Cn2c(=O)cc(C(F)(F)F)c3c(C)nn(C)c32)c1
  17%, -0.4, 3%, x, -1%, 3, -1%, -10%, -1%
COc1ccc(CNC(=O)CN(Cc2ccc(F)cc2)C(=O)CCC(=O)Nc2nccs2)cc1
  -51%, -0.4, 14%, -6, -2%, -5, -1%, -16%, -4%
Cn1nnnc1SCC(=O)N(C1CCCCC1)C1CCS(=O)(=O)C1 (stereo not given)
  4%, 2.5, 0%, -13, -1%, -1, 0%, 1%, -4%
O=C(COC(=O)c1cc(S(=O)(=O)N2CCCCC2)ccc1N1CCOCC1)c1ccc(F)cc1
  -2%, 0.4, 5%, -5, 2%, -9, -3%, -5%, -4%
COCCCNC(=O)c1ccc2c(c1)ncn2-c1ccccc1OC
  -22%, -0.7, -5%, -2, -9%, 0, -18%, 72%[activator], -4%
Cc1nn2c3c(cnc2c1-c1ccc(F)cc1)C(=O)CC(c1ccccc1)C3 (stereo not given)
  5%, 0.2, -5%, x, 2%, -11, -1%, -13%, 1%
COc1cc(OC)cc(C(=O)Nc2nc(CC(=O)NCCc3ccccc3)cs2)c1
  -15%, x, 4%, x, 11%, -3, -5%, u, 0%
CCN1CCN(CCNC(=O)c2ccc(CS(=O)(=O)c3c(Cl)cccc3Cl)o2)CC1
  10%, -0.3, 2%, 0, 9%, -5, 1%, 458%[activator], 0%
CC(=O)N1CCCC(C)(C(=O)Nc2ccc3oc(C)nc3c2)C1 (stereo not given)
  x, x, x, x, x, -3, 1%, -3%, -2%
COc1cc(/C=N/NC(=O)c2ccc(CSc3nc4ccccc4[nH]3)cc2)ccc1O
  -11%, -1.5, 1%, -15, -7%, -6, -2%, -1%, 1%
O=C1[C@H]2[C@@H](c3ccccc3)N[C@]3(CCCN(Cc4ccc(F)cc4)C3=O)[C@H]2C(=O)N1Cc1ccccc1
  x, x, -7%, x, x, -1, -1%, u, 0%
CN1CCCC(OC(=O)c2cccc(S(=O)(=O)N3CCCCCC3)c2)C1 (stereo not given)
  8%, 0.5, -9%, -11, 1%, -15, -3%, 4%, -2%
O=C(CSc1cccc2cccnc12)N/N=C/c1ccc(F)cc1
  3%, -0.7, 10%, -6, 12%, -6, -2%, 17%, -2%
COc1ccc(C(=O)/C(=C\c2ccco2)N2C=CC=CC2=C(C#N)C#N)cc1
  u, 0.0, u, -9, 6%, 2, -37%, x, -14%
O=C(Nc1nccs1)c1ccc(CSc2nnnn2-c2ccccc2)cc1
  -8%, 0.0, -11%, 12, -1%, -6, 0%, 11%, 6%
COc1cccc(NS(=O)(=O)c2ccc3[nH]cc(C(=O)NCCC(C)C)c(=O)c3c2)c1
  -16%, 0.9, -5%, 2, -9%, -4, -11%, 13%, -6%
COc1cc2c(cc1OC)CN(CC(=O)Nc1ccccc1C(=O)NCc1ccccc1)CC2
  -6%, x, 14%, x, -11%, -2, -6%, 25%, -3%
O=C(N/N=C/c1cc(Br)cc(Br)c1O)c1cccc(N2CCCC2=O)c1
  2%, 1.2, 8%, -10, 2%, 6, -8%, 0%, -5%
Cc1ccc(C)c(NC(=O)COC(=O)Cn2c(C)csc2=O)c1
  -19%, -0.1, u, -26, 5%, -1, -6%, 1%, -2%
CN(C)CCCn1c2c(c(SCC(=O)Nc3ccc4c(c3)OCO4)nc1=O)CCC2
  -32%, 0.0, 2%, -4, 1%, -4, 1%, 11%, -5%
CC(=O)c1cccc(CN2CCN(Cc3ccc(F)cc3)C(CCO)C2)c1 (stereo not given)
  -13%, 0.4, -3%, 24, -1%, -1, 0%, 0%, -2%
O=C1CC(C(=O)O)S/C(=N\NC(=O)c2ccccc2)N1 (stereo not given)
  -12%, -0.3, 1%, x, 3%, 6, 3%, 6%, -2%
O=C(CCCN1C(=O)C(c2ccccc2)Oc2cccnc21)Nc1ccccc1Cl (stereo not given)
  10%[11.4 µM], 0.1, -5%, 3, -4%, -3, 0%, 16%, -2%
Cc1ccc(CNC(=O)CN2C(=O)NC(C)(c3cccc(Br)c3)C2=O)cc1 (stereo not given)
  -12%, 0.1, -1%, 0, 3%, -2, 3%, -20%, -5%
Cc1cccc(-c2noc(CCCC(=O)NCC3CCCO3)n2)c1 (stereo not given)
  -17%, 0.2, 14%, 15, -20%, -6, 1%, 8%, -5%
CCOc1ccc2c(c1)C(=NNC(=O)c1ccccn1)c1cc(OCC)ccc1-2
  22%[11.4 µM], x, -2%, x, -4%, -7, 1%, 0%, -1%
COC(=O)[C@]1(C)N[C@H](CN(C)S(=O)(=O)c2ccc(C)cc2)[C@@H]2C(=O)N(C)C(=O)[C@@H]21
  -11%, x, -4%, x, -3%, 2, -1%, u, -5%
O=C(Nc1ccccc1N1CCN(c2ccccc2)CC1)C12CC3CC(CC(C3)C1)C2
  10%, -0.3, x, 1, -3%, -4, -3%, -3%, -1%
N#Cc1c(C(F)(F)F)cc(-c2cccs2)nc1SCC(=O)Nc1ccc(Cl)cc1
  25%, 9.8, u, x, 0%, -9, 10µM*, -13%, -3%
O=Cc1ccc(OC(=O)CCCCC(=O)Oc2ccc(C=O)cc2)cc1
  0%, x, -4%, x, -8%, 0, 2%, 0%, -4%
Cc1ccc(NC(=O)Cn2c(=O)n(Cc3nc(-c4ccccc4)no3)c(=O)c3ccccc32)cc1C
  -14%, 0.7, 0%, x, 1%, -1&-9, -4%, u, -4%
Cc1ccccc1-n1c(-c2cccnc2)n[nH]c1=S
  -24%, -0.7, 3%, 12, -7%, -2, 2%, u, -3%
CCOc1ccccc1NC(=O)CCC(=O)O
  -8%, -0.4, -1%, -5, x, -2, 0%, 0%, 0%
CCCNC(=O)C1(CC2CC(c3ccccc3)=NO2)CCN(C(=O)C2CCCC2)CC1 (stereo not given)
  4%, x, -3%, x, -6%, 0, -2%, -43%, -5%
Cc1ccc(NC(=O)C(=O)NCC(c2cccnc2)N2CCN(C)CC2)cc1 (stereo not given)
  2%, -0.5, 6%, x, -11%, 2, 1%, -4%, -3%
N#C/C(=C/c1ccc(-c2ccccc2[N+](=O)[O-])o1)C(=O)NCCN1CCCCC1
  7%, 0.4, 5%, 1, -2%, -2, -5%, u, -2%
